RGS4 inhibitor = inhibitors of human regulator of G protein signaling 4 | P49798 | Transcreener GDP fluorescence polarization, RGS4-accelerated GTP hydrolysis | Potency, µM (doses to about 114 µM), for the others: at the top dose activity change, negative = inhibition, actives largely listed as inhibitors | 0.039% of 390,000 active; note: % is set by controls: 0 for no effect and ±100 for the full control effect; nearly all actives have a fitted effect of over 75% in size; some results filed as inactive show a strong effect at the top dose
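MLSMR compounds (23 nl, pin-transferred) preincubated 10 min at room temperature with a 500nM (2x) first reagent, then RGS4 at 900nM (2x) plus Transcreener GDP mix added; fluorescence polarization (620/688 nm) read before and after 90 min at 30 °C.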
Pin1 inh = inhibitors of human Pin1. Pin1 FP peptide displacement, HiFluor488, 10 min. Potency, µM (titrated, usually from 115 µM), for the others: at the top dose activity, negative = inhibition, hits mostly inhibitors. 0.009% of 390,000 active. AID 504891; active = well fitted inhibition curve with a large enough effect in the polarisation, with a control signal flat, not every such curve was filed as active; inconclusive = small, poorly fitted or top-dose-only effect, or effect the other way, or a change in a side signal; inactive = no such curve, though single readings can be large or run the other way; the % refers to the polarisation; note: % is set by controls: 0 for no effect and ±100 for the full control effect
Target sequence (Q13526 whole entry, looked up): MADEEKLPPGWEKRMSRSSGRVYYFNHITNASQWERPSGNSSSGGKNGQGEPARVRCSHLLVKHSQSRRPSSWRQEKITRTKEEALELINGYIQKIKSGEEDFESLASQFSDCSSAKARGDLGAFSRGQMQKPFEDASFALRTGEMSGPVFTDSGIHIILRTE
ERG Ets-DNA blk = inhibitors of human ERG Ets domain-DNA interaction; AID 624246; fluorescence polarization, His-ERG Ets domain / labelled DNA; P11308; 0.028% of 370,000 active; Potency, µM (doses to about 76.9 µM), for inactives: at the highest dose FP activity, negative = inhibition, most hits filed as inhibitors; active = well fitted inhibition curve with a large enough effect in the polarisation, with a control signal flat; inconclusive = small, poorly fitted or top-dose-only effect, or effect the other way, or a change in a side signal; inactive = no such curve, though single readings can be large or run the other way; the % refers to the polarisation;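 note: polarization taken with two DNA probes labelled with fluorescein and Texas red; % of control where 0% means no effect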
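His-tagged ERG Ets domain (1 uM in the protein solution; 300mM KCl, 50mM Tris-HCl, 1mM EDTA, 1mM DTT, pH 7.5) received compound, then a probe mix of 5 nM fluorescein-DNA and 100nM Texas-615-DNA. Fluorescence polarization was read for both dyes.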
GLS inhibitor = glutaminase GLS (human) inhibition; O94925; Potency, µM (top dose mostly 45.5 µM), for the others: at the highest dose activity change, negative = inhibition, most hits filed as inhibitors; GLS enzymatic activity, qHTS titration; 0.21% of 410,000 active; note: % is set by controls: 0 for no effect and ±100 for the full control effect
Target sequence (O94925 whole entry, looked up): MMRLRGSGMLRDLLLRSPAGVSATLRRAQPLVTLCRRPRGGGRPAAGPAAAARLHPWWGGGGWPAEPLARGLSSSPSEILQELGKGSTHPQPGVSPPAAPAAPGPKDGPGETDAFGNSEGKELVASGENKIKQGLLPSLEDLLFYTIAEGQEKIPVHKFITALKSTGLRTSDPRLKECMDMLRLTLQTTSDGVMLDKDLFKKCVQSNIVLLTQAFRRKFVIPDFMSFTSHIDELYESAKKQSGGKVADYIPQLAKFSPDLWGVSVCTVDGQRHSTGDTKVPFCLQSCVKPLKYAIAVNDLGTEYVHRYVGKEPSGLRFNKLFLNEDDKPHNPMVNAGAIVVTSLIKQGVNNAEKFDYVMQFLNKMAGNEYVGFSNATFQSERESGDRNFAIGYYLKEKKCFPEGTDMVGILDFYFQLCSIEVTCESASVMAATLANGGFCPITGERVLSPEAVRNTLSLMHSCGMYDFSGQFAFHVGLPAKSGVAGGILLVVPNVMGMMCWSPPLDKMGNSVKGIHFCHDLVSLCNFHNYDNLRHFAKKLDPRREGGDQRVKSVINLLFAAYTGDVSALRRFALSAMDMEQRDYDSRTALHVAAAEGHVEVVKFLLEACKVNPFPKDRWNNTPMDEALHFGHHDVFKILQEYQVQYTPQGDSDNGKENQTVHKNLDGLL
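Glutamate formation by hKGA was monitored fluorometrically using coupled glutamate oxidase, HRP and Amplex Red. Substrate was added as 1 mM L-glutamine solution; incubation was 30 min at RT after an initial read.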
PGK inhibitor = blocks T. brucei phosphoglycerate kinase; P07378; PGK/GAPDH coupled, Kinase-Glo luminescence, 60 min; Potency, µM (doses to about 57.5 µM), inactives show at the top dose activity change, negative = inhibition, most hits filed as inhibitors; 0.043% of 380,000 active; note: % is set by controls: 0 for no effect and ±100 for the full control effect; nearly all actives have a fitted effect of over 60% in size
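Luminescent ATP detection (Kinase-Glo Plus) follows a 60-minute room-temperature incubation, with wells lacking PGK as controls. Buffer: 100 mM TEA (pH 7.6), 5 mM MgCl2, 0.01% Tween-20. Coupling enzyme GAPDH (100 nM final) supplies unstable 1,3-BPG in-well.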
ALOX12 inh = inhibitors of human 12S-lipoxygenase ALOX12. Potency, µM (titrated, usually from 108 µM), for the others: at the highest dose activity change, negative = inhibition, usual class: inhibitors. purified 12hLO, xylenol orange hydroperoxide absorbance. 1.1% of 580,000 active; note: % is set by controls: 0 for no effect and ±100 for the full control effect
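Purified human 12hLO at 150 nM in 25 mM Hepes, 0.01% Triton X-100, pH 7.0, preincubated 15 min at room temperature with compound. Reaction started with 40 uM arachidonic acid, 30 min at room temperature. Hydroperoxide measured by Fe-xylenol orange, 573/405 nm absorbance ratio.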
HP1b binding inh = HP1-beta chromodomain-methylated histone interaction inhibition. P83916. AlphaScreen HP1-beta / biotin-H3K9me3 peptide binding. Potency, µM (top dose mostly 114 µM), inactives show top-dose activity change, negative = inhibition, hits mostly inhibitors. 0.56% of 390,000 active. AID 540317; note: nearly all actives have a fitted effect of over 70% in size; inactives centre near 23
Target sequence (P83916 whole entry, looked up): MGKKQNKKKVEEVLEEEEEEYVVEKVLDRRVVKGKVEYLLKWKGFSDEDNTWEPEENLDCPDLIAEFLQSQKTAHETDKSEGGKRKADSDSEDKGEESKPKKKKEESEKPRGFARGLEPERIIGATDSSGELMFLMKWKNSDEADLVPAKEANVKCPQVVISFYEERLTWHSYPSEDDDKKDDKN
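AlphaScreen: HP1-beta (50 nM) preformed 30 min with biotin-H3(1-18)K9me3 peptide (50 nM) in PBS pH 7.4, 0.01% Tween-20. Compound added for 30 min at RT, then streptavidin donor/nickel chelate acceptor beads (10 ug/mL) for 30 min.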
JMJD2A Tudor = JMJD2A Tudor domain (human) inhibition; Potency, µM (titrated, usually from 114 µM), for the others: top-dose activity change, negative = inhibition, most hits filed as inhibitors; 4.4% of 390,000 active; AID 504339; AlphaScreen JMJD2A-Tudor / H3K4me3 peptide binding; O75164; note: % is set by controls: 0 for no effect and ±100 for the full control effect; nearly all actives have a fitted effect of over 50% in size
rTrxR1 inhibitor = inhibitors of rat thioredoxin reductase 1; 1% of 390,000 active; O89049; AID 588453; Potency, µM (doses to about 114 µM), for the others: at the top dose activity change, negative = inhibition, most hits filed as inhibitors; recombinant rTrxR1, NADPH fluorescence consumption, selenite substrate; note: % is set by controls: 0 for no effect and ±100 for the full control effect; nearly all actives have a fitted effect of over 65% in size
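Rat TrxR1 (90 nM in the dispensed reagent) was pre-reduced with 400 uM NADPH for 5 min at room temperature, then incubated with compound for 15 min. After 400 uM selenite was added, NADPH fluorescence (Ex 340/Em 450 nm) was followed for 8 min.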
* marks the source's active call; other numbers are inactive results; i = inactive; ? = inconclusive; . = not tested or not shown; [ ] = dose if it differs, or a comment. Unless noted, calls come from the whole dose curve; as a rule, active = well fitted curve in the direction sought with a large enough effect; inconclusive = small, poorly fitted or top-dose-only effect, or another doubt; inactive = no such curve, though single readings can be large; an effect the other way counts as inactive or inconclusive. Potency is the fitted concentration of half-maximal effect.

The line under a structure holds: RGS4 inhibitor | Pin1 inh | ERG Ets-DNA blk | GLS inhibitor | PGK inhibitor | ALOX12 inh | HP1b binding inh | JMJD2A Tudor | rTrxR1 inhibitor
CCC(C)[C@H](NC(=O)N1CCn2c1nc1ccccc12)C(=O)NCc1ccc(OC)cc1 (stereo partly specified)
    -19% | -2% | 10% | -2% | i | 0% | 25% | -14% | 9%
COc1cc(OC)c(NC(=O)N2CCOCC2)cc1Cl
    9% | -2% | 6% | -1% | 0% | 3% | 21% | -21% | 6%[57.1 µM]
O=C(Cn1ccc([N+](=O)[O-])n1)NCC1CCCO1 (stereo unspecified)
    -1% | -5% | 1% | 2% | i | -3% | 35% | -1% | 14%
CCCCNC(=O)/C(C#N)=c1\s/c(=C\c2ccccc2OC(F)F)c(=O)n1CCCOC
    -1% | 14% | 8% | 2% | -11% | -12% | 16% | -16% | 7%
CCn1nc(C)c(C2C(C#N)=C(N)OC3=C2C(=O)CC(C)(C)C3)c1C (stereo unspecified)
    0% | -2% | -11% | 2% | i | 3% | 48%[activator] | -9% | -18%
CC(C)(C)OC(=O)N1CCC(C(=O)N[C@@H](Cc2ccccc2)C(=O)O)(c2ccccc2)CC1
    11% | -6% | 9% | 13% | -1% | 4% | 2% | -12% | 13%[57.1 µM]
Cc1ccc(C)c(NC(=O)CCN2CCN(c3ccccc3F)CC2)c1
    21% | -4% | -18% | 3% | . | 0% | 25% | -5% | 14%
O=C(NCc1ccco1)c1cccc2ccccc12
    11% | -9% | -4% | -1% | -3% | 70%[activator] | 2% | -18% | -11%
CCOC(=O)C1=NNC(C(=O)c2ccccc2)C1c1ccc(OC)cc1 (stereo unspecified)
    7% | -1% | -2% | -4% | -1% | -14% | 10% | -15% | -4%[11.4 µM]
CCOC(=O)c1cc(C(=O)c2cc(F)ccc2O)coc1=N
    13% | 0% | -2% | 19% | -8% | 0%[57.4 µM] | 48% | -8% | -29%
N#CC1(NC(=O)COC(=O)c2nc(Cl)ccc2Cl)CCCCC1
    21% | 1% | 3% | 0% | -1% | -21% | 25% | -8% | -10%
COc1cc2nc(NCCc3cccc(C)c3)n3nc(-c4ccccc4)nc3c2cc1OC
    23% | 3% | -7% | -8% | 0% | -1% | 28% | -5% | 33%
CCOc1ccc(S(=O)(=O)NCC(c2ccc(N(C)C)cc2)N2CCc3ccccc32)cc1 (stereo unspecified)
    -6% | 1% | 12% | -2% | i | -23% | ? | 13µM* | 18%[57.1 µM]
COC1=C(Nc2ccccc2OC)C(=O)c2ccccc2C1=O
    -2% | -4% | 2% | -13% | -5% | 146%[activator] | 35µM* | 45µM* | 12%[57.1 µM]
O=C(NCCc1nc2ccccc2[nH]1)c1ccc(Cl)c([N+](=O)[O-])c1
    -21% | -2% | -5% | -3% | -8% | 5% | 16% | -11% | -12%
O=C(CCCCCCCCC(=O)N/N=C/c1ccco1)N/N=C/c1ccco1
    -15% | 62%[activator] | 10% | 0% | -24% | -6% | 12% | -27% | -3%[57.1 µM]
Nc1ccc(-n2cnc3cc([N+](=O)[O-])ccc32)cc1
    -1% | -4% | 0% | 10% | 1% | 0% | 4% | -7% | 11%[57.1 µM]
Cc1nn(CC(=O)NCCCN2CCCC2)c(=O)c2nn(-c3ccccc3)c(C)c12
    -9%[56.9 µM] | -7% | ? | -11% | i | -12% | 59%[activator] | -7% | 6%[57.1 µM]
CN(CCCNC(=O)Cn1c(=O)c2cccn2c2ccccc21)Cc1ccccc1
    -3%[56.9 µM] | -2% | -3% | -20% | -1% | -17% | 21% | -22% | 0%
CC(C)CN1C(=O)C(=O)N(CC(=O)c2ccc[nH]2)C1=O
    8% | 1% | 5% | 2% | -2% | -5% | 20% | -5% | -4%
CC1CCCCC1NC(=O)CSc1nnc(CC(=O)Nc2ccccc2F)n1C (stereo unspecified)
    5% | 3% | 0% | -1% | -5% | 23% | -13% | -5% | 26%
CCN1CCN(S(=O)(=O)c2ccc(Cl)c(C(=O)Nc3nnc(C)s3)c2)CC1
    9% | -10% | -15% | 10% | 4% | ? | 10% | -12% | 2%[57.1 µM]
CC1CCc2c(sc(NC(=O)COc3ccccc3C(C)(C)C)c2C#N)C1 (stereo unspecified)
    ? | 10% | -10% | -14% | i | 0% | -5% | -19% | -5%
CC1CC1C(=O)OCC(=O)Nc1ccccc1Oc1ccccc1 (stereo unspecified)
    -7%[11.4 µM] | -8% | -9% | 62%[activator] | -8% | -4% | 14% | 7% | 0%
O=C(CN1C(=O)CSc2ccccc21)Nc1ccccc1C(=O)N1CCOCC1
    -9% | -3% | 4% | -3% | i | -5% | 8% | -25% | 10%
Cc1nc(N)c(Cc2ccc(Cl)cc2Cl)c(N)n1
    -52% | 1% | -5% | -3% | -10% | -5% | 24% | 8% | 20%[57.1 µM]
Cc1cc(C)n(Cc2ccc(C(=O)O)cc2)n1
    11% | 0% | . | 1% | i | -24% | 16% | 1% | 24%
CCOc1cc(CNC(=O)c2ccc3c(c2)NC(=O)C2CCCCN32)cc(OCC)c1OCC (stereo unspecified)
    15% | 13% | 0% | -9% | -11% | -13% | 23%[57 µM] | -10% | 2%[57.1 µM]
CCCn1cc(S(=O)(=O)c2cccc(Cl)c2)c(=O)c2cc(F)c(N3CCN(CC)CC3)cc21
    12% | -2% | 0% | -9% | -3% | -2% | 23% | -19% | 3%
CCOc1ccc(CC(=O)Nc2c(C(=O)Nc3ccc(OC)cc3OC)oc3ccccc23)cc1
    -6% | -5% | -12% | 2% | -4% | -16% | 42%[activator] | -9% | 13%
CSc1nncc(=O)[nH]1
    2% | 4% | -3% | -1% | i | 30%[activator] | 37%[activator] | -19% | 5%
CC(=O)Nc1ccc(NC(=O)C(C)OC(=O)c2ccc(OCc3c(C)noc3C)cc2)cc1 (stereo unspecified)
    ? | -2% | -2% | 5% | 1% | -14% | -22% | ? | 6%
NCCCNC(=O)c1cc2ccccc2[nH]1
    4% | 5% | 2% | 4% | -7% | -7% | 0% | ? | -9%
O=c1[nH]ncn1-c1cccc(C(F)(F)F)c1
    4% | 1% | -3% | -1% | 6% | 13% | 27% | -1% | 23%
O=S(=O)([O-])C/C(=C\c1ccc(Cl)cc1)c1cc[n+](CCO)cc1
    -4% | 4% | -4% | 0% | -8% | 1% | -15% | -14% | -5%
CC(C)(C)OC(=O)NCCc1nnc(SCc2ccccc2)o1
    -26% | -12% | -9% | 1% | i | ? | 21% | 2% | 29%
CC1=C(C(=O)OCC(C)C)C(c2ccc(F)cc2)NC(=O)N1 (stereo unspecified)
    1% | 3% | . | 4% | -9% | 0% | 10% | -13% | 15%
COC(=O)C1=C(C)N(Cc2ccccc2)C(=S)N[C@H]1c1ccccc1
    -2% | -1% | 4% | -2% | -7% | ? | 23% | ? | -1%
CCC(NC(=O)OCc1ccccc1)C(=O)Oc1ccc2ccc(=O)oc2c1 (stereo unspecified)
    -50%[56.9 µM] | 0% | -1% | 17% | -7% | . | 0% | ? | 50µM*
CCCn1c(SCC(=O)Nc2ccc3c(c2)OCO3)n[nH]c1=O
    8% | 1% | 0% | 12% | -2% | -5% | 5%[57 µM] | -9% | 0%[2.29 µM]
O=C(CSc1nnc(CNc2cccc(Cl)c2)o1)OC1CCCCC1
    18% | 0% | 3% | 29% | -7% | 5% | 45%[activator] | 23% | -10%
CCOC(=O)c1[nH]c2ccc(Br)cc2c1NC(=O)CCN1CCC(C)CC1
    -20%[56.9 µM] | 2% | -7% | 17% | 7% | 0% | 4% | -15%[57.1 µM] | ?
Cc1c(CCNC(=O)Cc2ccccc2)sc2nc(-c3ccc(F)cc3)nn12
    -26% | -12% | -5% | 0% | -7% | 5% | 9% | -13% | 13%[57.1 µM]
CC(=O)c1cc(C#N)c(SCC(=O)C(C)(C)C)nc1C
    -8% | 1% | -10% | -3% | i | 11% | 36% | -21% | 9%
CCOc1ccc(Oc2ccc(Cl)cc2NC(=O)C2=COCCO2)cc1
    1% | 2% | 7% | 9% | 6% | ? | 43%[activator] | 10% | -6%
COc1cc([N+](=O)[O-])ccc1NC(=O)Nc1cnccn1
    -31% | ? | -8% | -3% | -6% | i | 31% | -7% | 7%
Cc1ccc(-c2nnc(SCC(=O)Nc3cccc(C(=O)N4CCOCC4)c3)n2C)cc1
    -19% | 7% | -2% | -2% | -9% | -11% | 21% | -12% | -8%
CCCCNCCCOc1cccc(Cl)c1Cl
    -3% | 2% | . | 4% | -6% | -12% | 13% | -10% | 9%
Clc1ccccc1-c1nn2c(-c3cc(-c4ccccc4)n[nH]3)nnc2s1
    ? | 40%[activator] | . | . | . | . | 20%[57 µM] | -11%[57.1 µM] | 18%
COc1cccc(NC(=O)N2CCCC2C(=O)NCc2ccccc2F)c1 (stereo unspecified)
    -8% | -6% | 2% | -1% | -7% | 7% | 34% | -6% | 8%[57.1 µM]
CC(=O)N1CCN(C(=O)c2cccc(S(=O)(=O)N3c4ccccc4CC3C)c2)CC1 (stereo unspecified)
    13% | 0% | -2% | 3% | 4% | 13% | 20% | -9% | -4%
Cc1ccc(S(=O)(=O)N2CCOCC2)cc1NC(=O)C(c1ccc(Cl)cc1)C(C)C (stereo unspecified)
    15% | 1% | -2% | 2% | 1% | -16% | 7% | -16% | 6%
CCOc1ccc(S(=O)(=O)N/N=C(\C)c2ccc(OC)cc2OC)cc1
    ? | -8% | 3% | -15% | 6% | -22% | ? | -19%[11.4 µM] | 7%[57.1 µM]

Screening results deposited in PubChem by National Center for Advancing Translational Sciences (NCATS).

Some of the compounds tested; the hit share may differ from the screen's.
